GRIN3A LBD mod – modulators (binders) of human NR3A ligand-binding domain; 2.5% of 340,000 active; Tm shift relative to glycine control, % at 25 µM; NR3A LBD differential scanning fluorimetry, Tm shift; 0% = protein alone, 100% = glycine-bound protein;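 active = melting temperature shift of at least 10% of the positive control shift, at one fixed dose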
CXCR6 block – blocks human CXCR6 beta-arrestin recruitment | 0.36% of 360,000 active | O00574 | inhibition, % at 20 µM | CHO-K1 PathHunter CXCR6 beta-arrestin, luminescence | AID 602244; in the data active = inhibition above about 34%, passing the limit was not always enough;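 note: antagonist mode with CXCL16 agonist at 10 nM final; 0% = 10 nM CXCL16 with DMSO and 100% = unstimulated wells without agonist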
Gli-Sufu antag – antagonists of Gli-Sufu signaling. Sufu-KO-LIGHT fibroblasts, Gli luciferase reporter luminescence. inhibition, % at 5 µM. 0.74% of 340,000 active. AID 588413;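 active = inhibition above about 55%, limit read from the data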;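 note: 0% = DMSO-treated cells and 100% = wells with medium but no cells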
APOBEC3A inh – blocks human APOBEC3A ssDNA deamination; recombinant A3A, FAM/TAMRA ssDNA deamination fluorescence; inhibition, % at 20 µM; 0.41% of 330,000 active; AID 493011;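 active = at least 40% inhibition at 20 µM here, with at most 30% in a related deaminase screen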;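 note: plate controls were A3A with DMSO for no effect and wells lacking A3A enzyme for full effect; some results filed as inactive read as strong as hits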
Target sequence (P31941 whole entry, looked up): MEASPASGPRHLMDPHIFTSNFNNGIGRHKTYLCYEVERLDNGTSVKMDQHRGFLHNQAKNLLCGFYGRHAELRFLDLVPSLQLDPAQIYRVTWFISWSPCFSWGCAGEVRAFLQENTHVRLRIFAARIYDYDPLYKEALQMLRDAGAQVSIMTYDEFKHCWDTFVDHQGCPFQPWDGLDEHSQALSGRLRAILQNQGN
MPTP inh – blocks calcium-induced mitochondrial swelling; isolated mouse mitochondria, Ca2+ swelling absorbance, 30 min; inhibition, % at 10 µM; 1.4% of 360,000 active; AID 602449;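 active = inhibition of 50% or more, scaled per plate between neutral and stimulator controls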;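 note: 0% = DMSO wells given calcium and 100% = 1 mM EGTA wells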
CCR6 antag – antagonists of human CCR6 receptor | P51684 | CHO-K1 CCR6 PathHunter beta-arrestin, luminescence, CCL20-stimulated | inhibition, % at 20 µM | 0.49% of 340,000 active | AID 493098;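 active = compounds whose inhibition of the agonist-driven luminescence signal at 20 µM reaches about 50%, limit read from the data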;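 note: cells stimulated with CCL20 at 14 nM final; plate controls were DMSO with CCL20 for no effect and DMSO without agonist for full effect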
Target sequence (P51684 whole entry, looked up): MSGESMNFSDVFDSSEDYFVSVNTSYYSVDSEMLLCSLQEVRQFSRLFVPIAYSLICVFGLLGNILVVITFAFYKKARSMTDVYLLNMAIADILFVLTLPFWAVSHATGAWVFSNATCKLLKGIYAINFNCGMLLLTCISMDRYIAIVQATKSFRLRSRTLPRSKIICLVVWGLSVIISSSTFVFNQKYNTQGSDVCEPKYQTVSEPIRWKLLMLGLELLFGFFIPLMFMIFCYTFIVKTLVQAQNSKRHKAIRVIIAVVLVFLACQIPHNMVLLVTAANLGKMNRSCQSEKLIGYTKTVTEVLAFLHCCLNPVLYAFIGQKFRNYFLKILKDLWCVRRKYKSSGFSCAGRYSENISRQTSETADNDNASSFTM
EBI2 block – EBI2 (human) antagonism; P32249; EBI2 beta-arrestin recruitment, luminescence, 7a,25-OHC stimulated; inhibition, % at 5 µM; 0.81% of 360,000 active; in the data active = inhibition above about 38%;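 note: enzyme fragment complementation signal reports receptor beta-arrestin coupling in cells; 0% = agonist plus DMSO wells and 100% = wells without agonist; some results beyond the cut were filed as inactive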
APOBEC3G inh – inhibitors of human APOBEC3G DNA deaminase; recombinant A3G, ssDNA deamination FAM/TAMRA fluorescence; 0.28% of 330,000 active; inhibition, % at 20 µM;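 active = inhibition of at least 40% at 20 µM, with no more than 30% in the related APOBEC3A deaminase screen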;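 note: plate controls were DMSO wells with A3G for no effect and wells lacking A3G enzyme for full effect; some compounds called inactive have numbers as strong as hits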
Target sequence (Q9HC16 whole entry, looked up): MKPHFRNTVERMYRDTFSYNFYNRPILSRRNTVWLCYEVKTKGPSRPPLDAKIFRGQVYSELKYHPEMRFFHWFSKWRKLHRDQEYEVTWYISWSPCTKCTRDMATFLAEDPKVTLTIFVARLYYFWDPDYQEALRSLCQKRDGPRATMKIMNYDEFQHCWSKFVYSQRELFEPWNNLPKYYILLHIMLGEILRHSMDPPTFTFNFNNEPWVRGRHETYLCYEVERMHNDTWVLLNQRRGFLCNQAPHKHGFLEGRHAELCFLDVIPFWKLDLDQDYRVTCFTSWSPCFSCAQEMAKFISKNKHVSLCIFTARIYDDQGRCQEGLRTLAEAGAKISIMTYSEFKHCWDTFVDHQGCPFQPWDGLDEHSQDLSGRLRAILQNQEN
The depositor's hits bear a star; x = no result given.

SMILES	GRIN3A LBD mod	CXCR6 block	Gli-Sufu antag	APOBEC3A inh	MPTP inh	CCR6 antag	EBI2 block	APOBEC3G inh
C=CCNC(=O)/C(=C\c1cccc([N+](=O)[O-])c1)NC(=O)c1ccccc1	0	4	-5	0	-2.0	-1	-10	-4
CS/C(=C\[N+](=O)[O-])Nc1ccc(C)cc1	-1	9	-9	-3	-1.6	3	-10	-6
Cc1nc2ccc(Br)cn2c1NC(C)(C)C	2	-8	1	-4	-0.7	-2	7	-12
O=C(NCC(=O)N1CCN(S(=O)(=O)c2ccccc2F)CC1)c1ccc(Br)o1	-1	-5	3	-2	0.0	1	-7	-5
CCN(Cc1cc2cc(C)ccc2[nH]c1=O)C(=O)c1cccc([N+](=O)[O-])c1	-2	-2	1	2	0.5	7	3	-6
CNc1nc(N)c([N+](=O)[O-])c(NC2CCCCC2)n1	1	2	3	-4	0.9	-1	-14	-7
O=C(CSc1ccc([N+](=O)[O-])cn1)Nc1ccc(N2CCOCC2)c(Cl)c1	1	-8	-6	-2	-1.2	-5	-4	-9
CCc1ccc(-c2cc(C(=O)Nn3cnnc3)c3ccccc3n2)cc1	-15	0	-12	2	0.0	19	-4	7
COCCN(CC(=O)NC1CCCCC1)C(=O)CCCC(=O)Nc1ccccn1	1	-20	-5	-6	0.6	12	1	-5
Cc1ccc(C)c(-n2c3nc(=O)[nH]c(=O)c-3cc3cc([N+](=O)[O-])ccc32)c1	4	-12	32	x	0.7	-14	-21	x
CCc1ccc(/C=N/NC(=O)c2cc(C)on2)s1	0	-6	-32	-4	0.8	-1	0	-3
Cc1ccc(NC(=S)N2CCC(c3nc4ccccc4s3)CC2)cc1C	0	-10	6	1	6.0	3	-2	0
CCN(CC)CCOC(=O)C(Cc1ccco1)Cc1cccc2ccccc12 (centres undefined)	4	0	2	3	10	13	-3	1
C#Cc1ccc([C@@H]2C=C(C(=O)NCc3nc4ccccc4[nH]3)O[C@H](OCC)[C@H]2CCCO)cc1	-4	10	10	-4	-1.8	9	12	-7
O=C(Nc1ccc(-n2cccn2)cc1)C1CCCCN1Cc1cccc2c1OCO2 (centres undefined)	-1	7	0	-5	-0.6	10	-8	-10
O=S1(=O)CCN2C(=N1)Sc1c2ccc2c1CCCC2	-35	-2	-20	-1	-0.6	3	-6	2
COc1cc(NC(=O)c2cc3sccc3n2C)cc(OC)c1	-7	-12	-55	-1	-0.2	-3	11	-4
CCn1c(SCC(=O)Nc2cc(C)on2)nc2c([nH]c3ccccc32)c1=O	0	0	9	11	1.4	0	10	1
COC(=O)c1ccc(COc2ccc(/C=N/NC(=O)C(=O)Nc3ccc(OC)cc3)cc2OC)o1	4	-1	1	1	5.8	1	-1	-4
O=C(O)CC1(CC(=O)Nc2ccc3c(c2)OCCCO3)CCCCC1	1	4	-4	-1	-2.0	1	-1	-2
Oc1ccc(F)c2cccnc12	-1	28	14	1	0.2	38	4	-3
CC(C)Oc1ccccc1C1CC(=O)Nc2cc3c(cc21)OCCO3 (centres undefined)	-3	4	55	7	7.2	-1	-17	2
O=S(=O)(Nc1ccc2c(c1)OCO2)c1cccs1	0	4	-4	0	-0.5	6	13	-7
O=C(/C=C/c1ccco1)Nc1ccc2nn(-c3ccccc3)nc2c1	14*	1	3	x	4.7	10	6	x
O=c1c2[nH]c3ccccc3c2ncn1CCC1=CCCCC1	-2	-4	-48	3	0.9	3	-6	-1
CCOC(=O)c1ccc2c(c1)nc(-c1ccccn1)n2CC	0	3	-18	-2	1.5	14	8	3
O=[N+]([O-])c1cccc(/C=N\N2CCN(c3ccc(Cl)cc3)CC2)c1	0	3	14	-5	2.1	14	10	-6
COC(=O)c1cccc(COC(=O)CNC(=O)c2ccco2)c1	2	-4	-2	-4	-0.3	-2	-6	-10
COC(=O)c1ccc(NC(=O)c2ccc3nsnc3c2)cc1	-1	0	-8	-3	0.0	22	2	-10
Cc1ccc(Nc2cc(C)nc3ncnn23)c(Cl)c1	0	3	5	-4	-1.1	2	0	-8
O=S(=O)(NCC(O)c1ccccc1)c1ccc(-c2ccccn2)s1 (centres undefined)	1	-3	2	0	19	9	0	2
Cc1ccc(-c2nc(N)c3c(-c4ccc(C)cc4)nn(C(C)(C)C)c3n2)cc1	-2	-3	24	-2	0.6	11	32	-3
COC(=O)c1ccc(NC(=O)c2cc(Cl)ccc2OC)cc1	-4	2	15	2	0.8	0	-9	-9
O=C(COC(=O)C1CCN(S(=O)(=O)c2cccs2)CC1)Nc1ccc(F)cc1F	0	-4	-13	5	0.9	4	-1	-5
COc1cc(C(=O)OCC(=O)N2CCN(S(=O)(=O)c3ccc(C)cc3C)CC2)c([N+](=O)[O-])cc1OC	-1	4	6	x	-0.8	-1	-6	x
COc1ccc(NC(=O)COC(=O)c2ccc(-n3nc(C)cc3C)cc2)cc1OC	0	-14	1	-3	-2.5	3	-11	-5
Cc1ccc(NC(=O)C(C)N2C(=O)C3CC=C(Cl)CC3C2=O)cc1 (centres undefined)	-3	-3	1	3	-2.8	7	-14	-4
Cc1cnc(C(=O)Nc2nnc(C)s2)cn1	1	6	2	-2	-1.1	-12	-10	-2
C=C1C(=O)OC2C1CCC(C)C1C=CC(=O)C12C (centres undefined)	1	2	-3	x	-1.1	17	6	x
CCN(CC)CCn1c(NCc2nc3ccccc3n2Cc2ccccc2)nc2ccccc21	-2	20	-7	-4	0.2	29	15	-6
CCOC(=O)c1c(C)n2c3c(cc(C)cc13)CCC2	-1	1	-1	-3	2.5	7	0	-6
CC1CCN(c2ccccc2NC(=O)c2ccc([N+](=O)[O-])o2)CC1	3	-11	15	-2	1.2	-32	7	-7
COc1ccc(-c2nc(CCNC(=O)c3ccco3)cs2)cc1OC	0	-6	10	-2	-1.2	-2	-2	0
O=C(Nc1ccc(Oc2ccccc2)nc1)C1CCCCN1Cc1ccco1 (centres undefined)	2	-5	42	-1	0.8	15	54*	-6
O=C(N/N=C/c1cccs1)c1cncc(Br)c1	-2	-5	-1	2	1.4	8	-4	-6
S=c1[nH]ncn1/N=C/c1ccc(N2CCOCC2)cc1	-4	3	-55	-8	-1.0	-14	7	33
COc1ccc(NC(=O)c2ccc(NC(=O)CCS(=O)(=O)c3cccs3)cc2)cc1	6	0	-24	-5	0.7	7	41	-15
Cc1cc(NC(=O)c2ccc(Br)c([N+](=O)[O-])c2)no1	-4	-1	5	-3	-0.8	-6	-21	-7
CCOC(=O)CC(=O)CSc1ncnc2c1oc1ccccc12	1	10	-54	-2	-1.1	5	-10	-8
CCOc1ncccc1C(=O)OCC(=O)Nc1cc(S(=O)(=O)N(CC)CC)ccc1C	0	-2	1	0	0.7	21	6	-4
Nc1nc(NCC2CCCO2)nc(Nc2ccccc2)c1[N+](=O)[O-] (centres undefined)	1	-4	-2	0	1.4	3	-12	2
CCN1CCc2nc3sc(C(=O)N4CCc5ccccc5C4)c(N)c3cc2C1	1	10	-7	0	-0.9	-2	-10	3
O=C(O)c1cc(-c2cccc([N+](=O)[O-])c2)n[nH]1	1	-2	-5	-3	-0.9	6	4	-3
C=COCCNC(=O)Nc1ccc(Cl)c(Cl)c1	0	-8	-5	35	0.4	11	-1	-2
O=C1CC(Cc2ccccc2)C(=O)N1CCc1ccc2c(c1)OCO2 (centres undefined)	1	3	7	-1	4.9	4	12	3
Cc1ccc(-n2nnc(-c3nccs3)n2)cc1	-2	-1	-15	2	-0.3	10	3	-5
O=C(CSc1nnc2ccc(-c3ccc(F)cc3)nn12)N1CCCC1	-1	-6	-1	2	0.7	6	-3	3
CNNC(=O)C(C)NC(=O)c1ccc(Br)cc1 (centres undefined)	-1	-6	-3	1	-2.0	-1	0	4
Cc1cnc(C(=O)OC(C)C(=O)NCc2ccccc2)cn1 (centres undefined)	1	-7	0	-3	-1.7	5	7	-5
O=C(Sc1ccc(Cl)cc1)c1ccccn1	2	2	-2	-2	-1.1	-1	1	-2

(cont.)
SMILES	GRIN3A LBD mod	CXCR6 block	Gli-Sufu antag	APOBEC3A inh	MPTP inh	CCR6 antag	EBI2 block	APOBEC3G inh
COc1ccc(NC(=O)/C(=C/c2ccc(OC(C)=O)c(OC)c2)NC(C)=O)cc1	-4	-10	-3	-3	22	9	-5	-5
CCN(CC(=O)Nc1ccccc1OC)C(=O)c1ccc(NS(=O)(=O)c2ccc(C(C)=O)cc2)cc1	-114	4	-1	-4	0.8	10	-6	-7
CCCc1nc2nc(C)c(NS(=O)(=O)c3ccc([N+](=O)[O-])cc3)c(=O)n2[nH]1	0	-14	-4	-6	0.1	0	-9	1
Cc1[nH]c(=O)[nH]c(=O)c1S(=O)(=O)NCC12CC3CC(CC(C3)C1)C2	0	0	6	-1	0.5	1	-20	-8
CCC(C(=O)NC1CCCC1)N(C(=O)Cn1nnc(-c2ccc(C)o2)n1)c1ccc(OC)cc1 (centres undefined)	-1	-1	9	-4	-0.3	20	2	-9
Cc1c(C(=O)Nc2ccc3c(c2)OCO3)sc2ncn(CC(=O)N3CC(C)CC(C)C3)c(=O)c12 (centres undefined)	-13	-8	1	0	-1.2	18	2	-1
CCS(=O)(=O)N1Cc2ccccc2CC1C(=O)NCCc1ccccc1 (centres undefined)	1	-13	-1	-3	-0.2	5	32	-8
COc1cccc(-c2nn(C)c3sc(C(=O)Nc4ccc5c(c4)OCCO5)cc23)c1	0	0	17	2	-0.5	26	18	1
CCN(CC)c1ccc(/C=N/Nc2nc(C)cc(=O)[nH]2)c(O)c1	-3	-29	91*	3	2.1	3	-3	-2
COc1ccc2nc(NNC(=O)C3COc4ccccc4O3)sc2c1 (centres undefined)	0	-3	-5	-2	-0.1	2	-14	-4
CN1CCN(c2nc(-c3ccccc3)nc(-c3ccccc3)c2C#N)CC1	1	8	12	1	69*	5	-11	-3
CCOC(=O)c1cnc(SCC(=O)Nc2nnc(CC)s2)nc1N	5	0	0	0	-0.9	8	-6	-2
CCN(CC(=O)NC(=O)NCc1ccccc1)Cc1ccccc1	-1	-6	3	-2	-0.8	1	3	-5
COc1ccccc1Cc1nc(-c2ccncc2)no1	-13	0	-6	1	2.4	-11	1	-1
COc1ccc(NC(=O)COC(=O)c2cccc(S(=O)(=O)N3CCCCC3)c2)c(OC)c1	2	-4	-1	-4	-0.9	16	-2	-6
CCOC(=O)N1CCN(C(=O)CNC(=O)Cc2ccc(Cl)cc2)CC1	-1	3	-22	-3	0.7	18	-2	-8
Cn1c(-c2ccccc2)cnc1NCc1cccc([N+](=O)[O-])c1	1	7	18	-8	0.3	21	8	0
OCC12COC(c3ccccc3)N1C(c1ccccc1)OC2 (centres undefined)	0	8	-4	-3	2.0	-7	8	-4
CCCCOCC(O)CN1CCN(C(C)=O)CC1 (centres undefined)	0	2	-4	-2	0.2	-6	3	-3
C/C(=N/NC(=O)CC(=O)N/N=C(\C)c1ccc([N+](=O)[O-])cc1)c1ccc([N+](=O)[O-])cc1	-20	-2	0	-3	1.8	-13	10	-4
O=C(CN1CCN(c2ccc([N+](=O)[O-])cc2)CC1)Nc1ccccn1	2	3	16	-1	0.2	24	-13	-10
CC1CC(C)CN(S(=O)(=O)c2ccc(C(=O)NNC(=O)c3ccccc3F)cc2)C1 (centres undefined)	-1	13	8	1	0.7	-2	1	-5

An excerpt of these results, with values under each structure.
Results follow in this order: GRIN3A LBD mod	CXCR6 block	Gli-Sufu antag	APOBEC3A inh	MPTP inh	CCR6 antag	EBI2 block	APOBEC3G inh
CCCCOCC(O)CN1CCN(C(C)=O)CC1 (centres undefined)
    0	2	-4	-2	0.2	-6	3	-3
OCC12COC(c3ccccc3)N1C(c1ccccc1)OC2 (centres undefined)
    0	8	-4	-3	2.0	-7	8	-4
C/C(=N/NC(=O)CC(=O)N/N=C(\C)c1ccc([N+](=O)[O-])cc1)c1ccc([N+](=O)[O-])cc1
    -20	-2	0	-3	1.8	-13	10	-4
O=C(CN1CCN(c2ccc([N+](=O)[O-])cc2)CC1)Nc1ccccn1
    2	3	16	-1	0.2	24	-13	-10
